Nox1 inhibitor – blocks human NADPH oxidase 1 activity | Q9Y5S8 | HT29 cells, luminol chemiluminescence ROS | inhibition, % at 6.7 µM | 16,000 compounds, 0.81% hits
Target sequence (Q9Y5S8 whole entry, looked up): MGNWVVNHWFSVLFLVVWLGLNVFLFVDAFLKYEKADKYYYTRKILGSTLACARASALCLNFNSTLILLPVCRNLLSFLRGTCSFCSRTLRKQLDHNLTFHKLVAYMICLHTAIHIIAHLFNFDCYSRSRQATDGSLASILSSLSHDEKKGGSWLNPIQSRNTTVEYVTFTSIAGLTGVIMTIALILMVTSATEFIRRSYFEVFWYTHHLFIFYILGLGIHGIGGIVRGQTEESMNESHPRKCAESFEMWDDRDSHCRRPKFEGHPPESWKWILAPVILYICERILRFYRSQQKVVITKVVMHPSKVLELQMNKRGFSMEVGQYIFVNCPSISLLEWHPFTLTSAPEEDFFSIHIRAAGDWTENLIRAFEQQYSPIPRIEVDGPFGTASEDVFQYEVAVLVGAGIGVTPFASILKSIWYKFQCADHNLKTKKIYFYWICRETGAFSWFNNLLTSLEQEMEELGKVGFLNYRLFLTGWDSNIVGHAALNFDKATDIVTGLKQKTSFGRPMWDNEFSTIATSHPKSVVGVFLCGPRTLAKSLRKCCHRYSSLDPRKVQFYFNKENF
S1P1 agonist – S1P1 (human) receptor agonism; P21453; S1P1 agonist cell-based reporter assay; activation, % at 4.5 µM; 16,000 compounds, 1.5% hits; in the data active = activation above about 80%
NOTCH ag – activates NOTCH signaling in reporter cells | NOTCH signaling luciferase reporter cells, luminescence | activation, % at 2.5 µM | 15,000 compounds, 0.4% hits | AID 434982; in the data active = activation above about 2.2%
Luminol counter – counter-screen for Nox1 inhibitors: inhibitors of luminol chemiluminescence; HRP/luminol/H2O2 chemiluminescence counterscreen; inhibition, % at 6.7 µM; 16,000 compounds, 0.4% hits; AID 1823; also: reference of the scale not given here
TLR4-MyD88 inh – inhibitors of human TLR4-MyD88 binding; Cell-based TLR4-MyD88 binding inhibition assay; 16,000 compounds, 0.06% hits; inhibition, % at 10 µM; O00206; in the data active = inhibition above about 45%
KOR antag MB – antagonists of human kappa opioid receptor OPRK1, Maybridge library | 16,000 compounds, 0.4% hits | OPRK1 cells, antagonist mode, fluorescence readout | AID 652031 | P41145 | inhibition, % at 9 µM; in the data active = inhibition above about 50%
rat GALR2 ag – activates the rat galanin receptor 2; O08726; cell-based GALR2 agonist screen; activation, % at 10 µM; 16,000 compounds, 0.5% hits; in the data active = activation above about 15%
PME-1 Maybr inh – inhibitors of human PME-1 in Maybridge library; Q9Y570; recombinant PME-1, FP-Rh probe fluorescence polarization; inhibition, % at 9 µM; 16,000 compounds, 0.5% hits; in the data active = inhibition above about 30%
Target sequence (Q9Y570 whole entry, looked up): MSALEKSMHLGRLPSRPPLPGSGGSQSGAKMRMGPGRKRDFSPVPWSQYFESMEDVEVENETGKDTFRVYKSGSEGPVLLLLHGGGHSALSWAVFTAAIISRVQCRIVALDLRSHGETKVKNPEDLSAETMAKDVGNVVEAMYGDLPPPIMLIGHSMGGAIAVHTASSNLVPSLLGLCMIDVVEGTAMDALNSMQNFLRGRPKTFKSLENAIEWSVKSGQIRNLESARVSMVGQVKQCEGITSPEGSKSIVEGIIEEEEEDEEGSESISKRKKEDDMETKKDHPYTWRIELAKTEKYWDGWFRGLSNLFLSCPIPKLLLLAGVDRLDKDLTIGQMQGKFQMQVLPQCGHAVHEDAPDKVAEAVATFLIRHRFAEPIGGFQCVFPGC
Numbers without * were called inactive; x = not tested or not shown. Rule as the data show it, unless noted: active = inhibition above about 75%; inactive = the rest.

cpd | Molecule | Nox1 inhibitor | S1P1 agonist | NOTCH ag | Luminol counter | TLR4-MyD88 inh | KOR antag MB | rat GALR2 ag | PME-1 Maybr inh
1 | CSc1sc(C(N)=O)cc1C#N | -5 | 4 | -0.5 | -7 | -2 | 7 | -3 | 3
2 | Cc1nc(-c2cccs2)sc1-c1ccnc(=S)[nH]1 | 7 | -30 | -1.0 | 3 | 0 | -20 | -1 | 2
3 | CCOC(=O)NC(Nc1ccc(F)cc1)(C(=O)OCC)C(F)(F)F (stereo not drawn) | -28 | 17 | 0.4 | -7 | -8 | 2 | -6 | 4
4 | O=C(Nc1ccc(-n2cncn2)cc1)c1ccccc1N1CCOCC1 | -28 | -1 | -0.2 | 3 | -4 | 6 | -5 | -1
5 | COc1ccc(C(N)=O)cc1OC(C)C | -38 | -7 | -0.5 | -1 | 9 | -6 | 1 | 5
6 | COC(=O)C(Cc1c[nH]c2ccccc12)N=Cc1ccccc1 (stereo not drawn) | -34 | -5 | -0.2 | 4 | -6 | -6 | -3 | 2
7 | CCOC(=O)c1cc(CSc2n[nH]c(=O)n2-c2ccccc2)on1 | -34 | -11 | x | 3 | -1 | -9 | -9 | 1
8 | CC(=O)CSc1nsc(SCC(C)=O)n1 | -41 | 9 | -0.1 | 56 | 3 | -5 | -4 | 0
9 | CCOC(=O)C1=C(C)NC(C)=C(C(=O)OCC)C1c1ccccn1 | -30 | -3 | -0.7 | 0 | 6 | 12 | -6 | 0
10 | N#CCC1(C#N)CCc2ccccc21 (stereo not drawn) | -30 | 0 | -0.3 | 0 | 4 | 25 | -5 | 1
11 | O=C(C1CCCCC1)N1CCN(S(=O)(=O)c2cc(Cl)c(Cl)cc2Cl)CC1 | -21 | 0 | -0.4 | 0 | -5 | -16 | -6 | 7
12 | c1ccc(SCc2ccc(-c3csnn3)cc2)nc1 | 19 | 16 | -0.4 | -4 | 8 | 29 | 3 | 8
13 | COc1cc(C(=O)Nc2ccc3n[nH]nc3c2)cc(OC)c1OC | -11 | -3 | -0.5 | 0 | -3 | 14 | -4 | -3
14 | Cn1c(=O)c(Sc2ccccc2)c(O)c2ccccc21 | 0 | 24 | 0.3 | -6 | 3 | 6 | -3 | 7
15 | COc1ccc(C2CC(=O)NN2)cc1OC1CCCC1 (stereo not drawn) | 1 | 1 | -0.9 | 12 | 3 | 5 | -2 | 2
16 | Cc1[nH]c2ccccc2c1CCC#N | 22 | 5 | 0.4 | -3 | -3 | 0 | -6 | 5
17 | O=C(Nc1ccncc1)c1cc([N+](=O)[O-])ccc1SCCO | -16 | 5 | 0.4 | -1 | 11 | 25 | -7 | 3
18 | CC(C)(O)C#Cc1ccc(/C=N/O)cc1 | -21 | 4 | 0.1 | -4 | 0 | -6 | -8 | -4
19 | Cc1noc(COc2ccccc2)c1C(=O)Sc1ccc(F)cc1F | -51 | -6 | -0.7 | 1 | 4 | -1 | 0 | -3
20 | O=C(NNc1nc(-c2cc3ccccc3o2)cs1)c1ccc(Cl)cc1 | 37 | 10 | -0.2 | 27 | -11 | -15 | -2 | -1
21 | S=C(NCc1csc2ccccc12)NCC1CC1 | 8 | 5 | -0.9 | -1 | 11 | -5 | -8 | 4
22 | CCOc1ccccc1NC(=O)Nc1cccc(C(=O)O)c1 | -39 | -1 | -0.1 | -2 | 1 | -1 | -4 | -1
23 | Cc1nc(-c2ccc(OC(F)F)cc2)cs1 | -23 | 1 | 0.1 | 0 | 4 | 18 | -7 | 2
24 | Cc1ccc(C)n1-c1cc([N+](=O)[O-])ccc1N1CCN(C(=O)c2ccccc2)CC1 | -27 | 13 | -0.4 | 5 | -7 | -7 | -5 | 8
25 | Cc1nccc(-c2cccc(NC(=O)c3nc4ccccc4s3)c2)n1 | -4 | -7 | -0.7 | 0 | -2 | -6 | -9 | -9
26 | N#C/C(=C\c1ccc2c(c1)OCO2)c1nc2ccccc2[nH]1 | -22 | -17 | -0.5 | 0 | 1 | 3 | -2 | 3
27 | O=C(CS(=O)(=O)c1ccc(Cl)cc1)NOC(=O)c1cc(Cl)cc(Cl)c1 | 28 | 15 | 0.0 | -2 | -4 | 19 | 2 | 7
28 | COc1ccc(CC(=O)NCc2cc(C)oc2C(F)(F)F)cc1OC | -19 | -10 | 0.7 | -2 | 7 | -19 | -7 | 3
29 | CC1=NN(c2ccc(C)cc2)C(=O)/C1=C/N(C)C | -11 | -49 | -0.9 | -1 | 8 | -10 | -4 | -1
30 | Nc1cc(=O)n(Cc2ccco2)c(=S)[nH]1 | -79 | -13 | 0.4 | 9 | 5 | -5 | -7 | 2

Limited to Luminol counter and PME-1 Maybr inh (four entries from above):
cpd	Structure	Luminol counter	PME-1 Maybr inh
12	c1ccc(SCc2ccc(-c3csnn3)cc2)nc1	-4	8
13	COc1cc(C(=O)Nc2ccc3n[nH]nc3c2)cc(OC)c1OC	0	-3
14	Cn1c(=O)c(Sc2ccccc2)c(O)c2ccccc21	-6	7
15	COc1ccc(C2CC(=O)NN2)cc1OC1CCCC1 (stereo not drawn)	12	2

4 records drawn at random from the list so far, as already listed:
cpd | Molecule | Nox1 inhibitor | S1P1 agonist | NOTCH ag | Luminol counter | TLR4-MyD88 inh | KOR antag MB | rat GALR2 ag | PME-1 Maybr inh
24 | Cc1ccc(C)n1-c1cc([N+](=O)[O-])ccc1N1CCN(C(=O)c2ccccc2)CC1 | -27 | 13 | -0.4 | 5 | -7 | -7 | -5 | 8
21 | S=C(NCc1csc2ccccc12)NCC1CC1 | 8 | 5 | -0.9 | -1 | 11 | -5 | -8 | 4
16 | Cc1[nH]c2ccccc2c1CCC#N | 22 | 5 | 0.4 | -3 | -3 | 0 | -6 | 5
30 | Nc1cc(=O)n(Cc2ccco2)c(=S)[nH]1 | -79 | -13 | 0.4 | 9 | 5 | -5 | -7 | 2

(further entries)
cpd | Molecule | Nox1 inhibitor | S1P1 agonist | NOTCH ag | Luminol counter | TLR4-MyD88 inh | KOR antag MB | rat GALR2 ag | PME-1 Maybr inh
31 | COc1cccc2cc(C(=O)O)oc12 | 21 | -1 | -0.1 | -4 | -5 | 20 | -3 | 6
32 | COc1ncccc1[N+](=O)[O-] | -24 | -15 | 0.4 | -1 | 3 | 7 | -6 | 2
33 | CCSc1ncccc1C(=O)Oc1cc(C)nn1-c1ccccc1 | -14 | -8 | -0.6 | 8 | -2 | -1 | -6 | -1
34 | Cc1ccc(Oc2ncccc2NC(=O)c2ccc3c(c2)OCCCO3)c2c1CCC2 | -8 | 24 | -0.7 | -2 | 4 | -10 | -5 | -6
35 | Cc1cc(S(=O)(=O)NC2CCCCNC2=O)c(C(F)(F)F)o1 (stereo not drawn) | 6 | 3 | -0.1 | -7 | 16 | 10 | -1 | 7
36 | O=C1c2ccccc2C(=O)N1CNc1ccc(Oc2ccccc2)cc1 | -6 | -9 | 1.0 | -8 | 6 | -17 | -5 | 0
37 | O=C(c1ccc2nsnc2c1)N1CCN(C2c3ccccc3-c3ccccc32)CC1 | -40 | 0 | -0.3 | 1 | 3 | 2 | -6 | -2
38 | COC(=O)c1sc(S(=O)(=O)Nc2ccc(OC)cc2)cc1Cl | -35 | 10 | -0.4 | 0 | 6 | 10 | -4 | -22
39 | CC(=O)c1csc([N+](=O)[O-])c1 | -11 | 6 | -0.3 | -1 | -3 | 9 | -5 | -2
40 | CSc1ccc(OS(=O)(=O)c2ccc(C)c(F)c2C)cc1 | -9 | 7 | 0.2 | 4 | 8 | -6 | -2 | -16
41 | Cc1noc(-c2ccc(Cl)cc2)c1C(=O)NN | -32 | -8 | -0.7 | 7 | -1 | -2 | -5 | 3
42 | Cc1ccc2c(c1)C(=O)C(=O)S2 | -30 | 1 | -0.2 | 2 | 6 | -14 | -5 | -3
43 | CC(=O)c1cc(-c2ccc(Cl)cc2)no1 | -40 | -5 | -0.4 | 3 | 4 | 2 | -3 | -4
44 | COC(=O)c1cc2cc(Cl)ccc2nc1SC | 6 | -22 | x | -2 | -2 | -16 | -9 | 4
45 | C/C(=N\OCC(=O)O/N=C(\N)COc1ccc(Cl)cc1Cl)c1ccc(Cl)cc1 | 13 | 6 | -0.5 | -4 | -3 | 32 | 0 | 6
46 | CSc1ccc(C=Nc2ccc(Cl)cc2Cl)s1 | -3 | -9 | -1.0 | -7 | -7 | -3 | -5 | 1
47 | O=C(CSc1nc2ccccc2c(=O)n1-c1cccnc1)c1cccs1 | -24 | -10 | -0.7 | 4 | 0 | 18 | -2 | -1
48 | O=C(NC(=O)c1ccccc1)NC(F)(F)C(F)(F)C(F)(F)F | -51 | -3 | 0.1 | 1 | 1 | 9 | -5 | 2
49 | CC(=O)c1sc(=S)n(CCc2ccc(Cl)cc2)c1C | 2 | 21 | -0.3 | -7 | 1 | -14 | -4 | 12
50 | Cc1ccc(Oc2ncccc2C(=O)NC(=O)c2ccccc2O)cc1 | -5 | -10 | -5.7 | -3 | 1 | 8 | -4 | 6
51 | O=C(c1cccs1)N1CCN(CCOc2ccccc2)CC1 | -32 | 5 | -0.1 | 4 | 11 | 27 | 0 | -4
52 | O=C(Nc1ccc(OCc2ccccc2)cc1)Nc1ccc2c(c1)C(=O)OC2 | 16 | -17 | -0.4 | -5 | -7 | -9 | -2 | 6
53 | O=C(O)CC(CC(=O)NCc1ccco1)c1ccccc1 (stereo not drawn) | 7 | -5 | -0.6 | 0 | 5 | 14 | -5 | 1
54 | COC(=O)c1sccc1Oc1nccc(C(F)(F)F)n1 | 10 | 11 | -0.4 | -7 | 0 | 21 | -3 | 6
55 | CCOc1ncnc2cc(OC)c(OC)cc12 | -27 | -32 | -0.4 | -3 | -4 | 8 | -4 | 5
56 | CC(C)(C)CC(C)(C)NC(=O)c1ccc([N+](=O)[O-])cc1 | -15 | -10 | -0.4 | 43 | -11 | 21 | -1 | 1
57 | O=C1CC(=O)CC(c2cccs2)C1 | -10 | -6 | -0.4 | 1 | -11 | 4 | -7 | -2
58 | Cn1c(SCc2cc(F)cc3c2OCOC3)nnc1C(F)(F)F | 42 | 10 | -0.3 | -5 | 7 | 2 | -5 | 7
59 | CC1Cc2cc(C3=NNC(O)(C(F)(F)F)C3)ccc2O1 (stereo not drawn) | -53 | -10 | -0.7 | -1 | 9 | -9 | -6 | -1
60 | CC(C)(C)NC(=O)Oc1ccccc1 | -13 | -21 | -0.2 | -5 | 3 | 0 | -7 | 1

New compounds follow:
cpd | Molecule | Nox1 inhibitor | S1P1 agonist | NOTCH ag | Luminol counter | TLR4-MyD88 inh | KOR antag MB | rat GALR2 ag | PME-1 Maybr inh
61 | O=[N+]([O-])c1cnc(Sc2ccc(C(F)(F)F)cn2)s1 | 14 | -24 | -1.1 | -2 | 0 | 15 | -5 | 0
62 | CC(=O)Nc1ccc(S(=O)(=O)Nc2ccc3c(c2)OCCO3)cc1Cl | 4 | -4 | -1.2 | -3 | 0 | -6 | -9 | 7
63 | CC(C)CC(NC(=O)Cc1ccsc1)C(=O)NNC(=O)c1ccccc1Cl (stereo not drawn) | 11 | -2 | 0.4 | -3 | 23 | 1 | -4 | 1
64 | CN(C)c1nc(-c2ccc(Cl)cc2)[nH]c(=O)n1 | 5 | -6 | -0.6 | -4 | -4 | 0 | -2 | 6
65 | O=S(=O)(c1ccc(C(F)(F)F)cn1)c1ccc(S(=O)(=O)N2CCCCC2)s1 | -35 | 12 | -0.7 | 3 | -1 | 0 | -5 | 3
66 | CCOC(=O)/C(C#N)=C/Nc1cc(C(=O)OC)ccc1C | -39 | 6 | 0.0 | -2 | 3 | -3 | -7 | -3

Reformatted in transposed form: two of the compounds above
64	CN(C)c1nc(-c2ccc(Cl)cc2)[nH]c(=O)n1
65	O=S(=O)(c1ccc(C(F)(F)F)cn1)c1ccc(S(=O)(=O)N2CCCCC2)s1

assay / compound	64	65
Nox1 inhibitor	5	-35
S1P1 agonist	-6	12
NOTCH ag	-0.6	-0.7
Luminol counter	-4	3
TLR4-MyD88 inh	-4	-1
KOR antag MB	0	0
rat GALR2 ag	-2	-5
PME-1 Maybr inh	6	3
